# Lipid storage S3 – qHTS Assay for Lipid Storage Modulators in Drosophila S3 Cells | hit rate 0.64% among 320,000 | lipid storage change, negative = inhibition, % at the top dose, mostly 46.1 µM; hits show Potency in µM | Drosophila S3 cells, BODIPY lipid droplet fluorescence, 18-24 h; cells fed with added oleic acid; active means well fitted inhibition curve with a large enough effect in the signal ratio, with a control signal flat, not every such curve was filed as active; inconclusive means small, poorly fitted or top-dose-only effect, or effect the other way, or a change in a side signal; the % refers to the signal ratio
#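 Drosophila S3 cells loaded with oleic acid (400 uM, as added) and compounds at several concentrations; lipid droplets imaged by 488-nm laser-scanning cytometry, 500–530 nm intensity and object ratio to cell channel. Percent activity normalized to 20 uM Triacsin C.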
# Lipid storage S3 cell count max – also measured in Lipid storage S3; calls as there; cell number change, %; measured here: cell count max response;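 cells counted by Cell Tracker Red CMTPX staining in the red channel; peak over a dose series mostly up to 46.1 µM; percent activity relative to internal control wells on each plate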
# Starred values were filed as active, the others as inactive; i = inactive; ? = inconclusive; nt = not tested or not shown; [ ] = another dose, or the depositor's remark. On the % scale 0 is the no-effect control and ±100 the full control effect; potency means the concentration at half of the fitted maximal effect. Only part of the results is shown, so the mix of outcomes need not match the whole.
# Values run as follows: Lipid storage S3, Lipid storage S3 cell count max
CC(=O)c1cccc(NC(=O)C2(c3ccccc3)CC2(Cl)Cl)c1 (centres undefined)
→ ?, nt
Cc1cc2c(SCC(=O)NC3CCCC3)ncnc2s1
→ i, 6
CC(=O)c1cccc(NC(=O)Nc2csc3c2CCCC3)c1
→ 8%, 2
CCOC(=O)N1CCC(NS(=O)(=O)c2ccc3c(c2)C(C)(C)C(=O)N3C)CC1
→ ?, nt
CCC(CC)C(=O)Nc1c2cnn(-c3ccccc3)c2nc(=O)n1-c1ccccc1
→ i, nt
Cc1c(NC(=O)C(=O)/C=C(/O)c2ccccc2)c(=O)n(-c2ccccc2)n1C
→ 6%, 3
Cc1nc(NCc2ccco2)c(C#N)c2c1COC(C)(C)C2
→ 4%, -16
OCCN(CC#CC(O)(c1ccccc1)c1ccccc1)CCO
→ ?, nt
C[C@@]12CCC=C[C@H]1[C@H](c1ccc(C(F)(F)F)cc1)N(Cc1ccccc1)C2=O
→ ?, nt
CCC(=O)NC(c1ccc(OC)cc1)c1c(O)ccc2ccccc12 (centres undefined)
→ ?, nt
CC(C(=O)O)C(=O)O
→ -1%, -4
COc1ccccc1CNc1nc2nc3c(c(=O)n2[nH]1)CCC3
→ 0%, 8
O=C(CN(CC1CCCO1)C(=O)CCC(=O)Nc1nccs1)NCc1ccccc1 (centres undefined)
→ 1%, -7
CCOc1cc(/C=N/NC(=O)c2ccc(O)cc2)ccc1Oc1nc(Cl)ncc1F
→ ?, nt
CC1Cc2ccccc2N1C(=O)c1cnc2ccccn2c1=O (centres undefined)
→ ?, nt
CN(CC(=O)NCc1ccco1)S(=O)(=O)c1ccc2c(c1)n(C)c(=O)c(=O)n2C
→ i, nt
COc1ccc(Nc2nc(N3CCCC3)c3ccccc3n2)cc1
→ ?, nt
Cc1ccnc(NS(=O)(=O)c2ccc(NC(=O)c3ccc(S(=O)(=O)N(C)C)cc3)cc2)n1
→ ?, nt
COc1cccc(NC(=O)C(=O)NCC(c2ccco2)N2CCc3ccccc3C2)c1 (centres undefined)
→ i[0.0737 µM], -9
CCN1CCC(N2CCN(c3ccc(Cl)cc3)CC2)CC1
→ ?, nt
CC[C@@H](C)[C@H](NS(=O)(=O)c1ccc(C)cc1)C(=O)N1CCC(C(=O)NCC(=O)O)CC1
→ ?, nt
CC(=O)c1cccc(NC(=O)CCC(=O)Oc2ccc(C)cc2)c1
→ ?, nt
O=C(Nc1cccc(C(F)(F)F)c1)c1scc2c1OCCO2
→ -5%, 12
Cc1cc(C)n(-c2nc(SCCN(C)C)c3c4c(sc3n2)COC(C)(C)C4)n1
→ -4%, 16
COc1ccc(S(=O)(=O)CC(=O)Nc2nnc(C(F)(F)F)s2)cc1
→ ?, nt
O=C(COc1ccc(Cl)cc1Cl)NN1C(=O)/C(=C\c2ccc(Cl)cc2)SC1=S
→ -5%, 11
COc1ccccc1NC(=O)CSc1nnc2ccccn12
→ ?, nt
Cn1/c(=N/NC(=O)c2cccc(OC(F)F)c2)sc2ccccc21
→ -20%, 1
CC1CC(C(F)(F)F)n2ncc(C(=O)O)c2N1 (centres undefined)
→ ?, nt
O=C(OCC(=O)N1CCN(S(=O)(=O)c2ccc(Cl)cc2)CC1)c1cc(Br)ccc1O
→ -1%, -9
O=C(CN1CCN(CN2C(=O)NC3(CCCCCC3)C2=O)CC1)Nc1cccc(F)c1
→ ?, nt
CCOCCCNC(=O)c1cn(C)c2ccc(S(=O)(=O)N3CCCC3)cc2c1=O
→ ?, nt
C1=CC(c2cc3ccccc3o2)OC(CCc2ccccc2)C1 (centres undefined)
→ ?, nt
Cc1cccc(NC(=O)C2CCCN2C(=O)Oc2ccccc2)c1 (centres undefined)
→ 0%, -2
O=C(COc1ccccc1)Nc1cccc(-c2nnc(-c3ccccc3)o2)c1
→ 10%, -6
COc1ccc(OC)c(NC(=S)NN2CCN(C)CC2)c1
→ ?, nt
CCC(=O)c1cn([C@H](CCC(OC)OC)CC(=O)OC(C)(C)C)cc1CC
→ 7%, -11
CCCN(C(=S)Nc1ccccc1)C1CCS(=O)(=O)C1 (centres undefined)
→ ?, nt
O=C(O)c1cc(NCc2ccc(F)cc2)ccc1N1CCOCC1
→ ?, nt
COc1ccc(S(=O)(=O)NCc2cc(=O)n(C)c(=O)n2C)cc1C
→ -17%, -1
Cc1ccc(S(=O)(=O)NNC(=O)CC#N)cc1
→ -9%, 13
COc1ccc(-c2[nH]ncc2CN(C)CCc2c(C)n[nH]c2C)c(F)c1
→ 4%, -1
Nc1ccc2c(c1)CC(=O)c1ccccc1S2
→ ?, nt
O=C(Nc1ccccn1)C(F)(F)C(F)(F)C(F)(F)C(F)(F)C(=O)Nc1ccccn1
→ 8%, 2
COc1ccccc1NC(=O)C1CCCN1S(=O)(=O)c1ccc(Cl)cc1 (centres undefined)
→ ?, nt
CC1(C)Cc2c(c(N3CCOCC3)nc3snc(NC(=O)c4ccccc4)c23)CO1
→ ?, nt
N/C(=N\OC(=O)COc1ccc(Br)cc1)c1cccnc1
→ ?, nt
CCOC(=O)C(=O)Nc1nnc(COc2ccccc2)s1
→ 11%, 5
CCO[C@H]1OC(C(=O)N2CCOCC2)=C[C@@H](c2ccc3c(c2)OCO3)[C@@H]1CCCO
→ 10%, -2
COc1ccc(C2c3ccc(O)cc3Oc3ncn4nc(-c5cccnc5)nc4c32)cc1OC (centres undefined)
→ ?, nt
COc1ccc(NC(=O)CSCC(=O)Nc2ccccc2N2CCCC2)cc1
→ i, nt
CN=C1SC(CC(=O)Nc2ccc(F)cc2F)C(=O)N1/N=C/c1ccc(OC(F)F)c(OC)c1 (centres undefined)
→ -7%, 9
CC(C)CNC(=O)C(=O)NN=C1CCCCCC1
→ 3%, 8
COc1ccc(/C=N/n2c(C)nc3sc(C)c(C)c3c2=O)cc1OC
→ -10%, 10
O=[N+]([O-])c1ccc2oc(C3CCCCC3)nc2c1
→ 19%, 2
CC1Cc2ccccc2N1C(=O)CSc1nncs1 (centres undefined)
→ -17%, -3
Cc1cccc2c(=O)cc(C(F)(F)F)[nH]c12
→ -4%, -1
CC(=O)c1ccc(N2CCN(c3ccc4cc(S(=O)(=O)N5CCC(C)CC5)ccc4n3)CC2)cc1
→ i, -12
CC1CC(NC(=O)C2(C)CC2(Cl)Cl)CC(C)(C)C1 (centres undefined)
→ ?, nt
COCCn1c(=NC(=O)c2ccco2)sc2cc(C(=O)OC)ccc21
→ ?, nt

# Continuation.
# Values run as follows: Lipid storage S3, Lipid storage S3 cell count max
COc1ccc2nc(/N=C(\N)NC(=O)N3c4ccccc4Sc4ccccc43)nc(C)c2c1
→ ?, nt
CCSc1nnc(NC(=O)CSc2nc3c(c(=O)n2C)SC(C)C3)s1 (centres undefined)
→ i, nt
CCCS(=O)(=O)c1c(S(=O)(=O)CCC)c2cc(CC)ccn2c1C(=O)OC
→ -19%, 0
CCn1c(C(=O)O)c(CC(=O)N(C)c2ccc(OC)cc2OC)c2ccccc21
→ 13%, 16
Cc1c(C(=O)Nc2nnc(C(F)(F)F)s2)oc2ccccc12
→ -4%, -9
Cc1ccc(CNC(=O)C2c3ccccc3C(=O)N(C)C2c2c[nH]c3ccccc23)o1 (centres undefined)
→ 9%, -1
CCn1c(=NC(=O)c2cccc(N3C(=O)CCC3=O)c2)sc2c(OC)ccc(OC)c21
→ 5%, 2
CCOC(=O)c1ccc(NS(=O)(=O)c2ccc(Cl)nc2)cc1
→ ?, nt
Cc1ccc(N2C(=O)CC(n3ccnc3)C2=O)cc1C (centres undefined)
→ ?, nt
Fc1ccc(Cn2nnnc2CN2CCN(C3CCCCC3)CC2)cc1
→ -7%, -3
CCOc1ccc(S(=O)(=O)NCCC(=O)N2CCC(Cc3ccccc3)CC2)cc1
→ i, 0
Cc1ccccc1OCC(=O)OCC(=O)NC1CCCCCC1
→ i[0.0737 µM], -24
COc1cc(C(Nc2ccccn2)c2ccc3ccc(C)nc3c2O)cc(OC)c1O (centres undefined)
→ -3%, -13
CCNC(=O)c1ccccc1-c1nc(-c2ccccc2OC)no1
→ ?, nt
CCc1nnc(NCC(=O)N2CCc3ccccc32)s1
→ ?, nt
Nc1nc(-c2cccc(NS(=O)(=O)c3ccccc3)c2)cs1
→ ?, nt
CCCCCCn1c(N2CCCC2)nc2c1c(=O)[nH]c(=O)n2C
→ i, 9
Cc1ccnc2nc(C(=O)Nc3nc4ccccc4s3)nn12
→ ?, nt
COc1ccccc1C(=O)Nc1ccccc1N1CCN(C(=O)c2ccc(Cl)cc2)CC1
→ ?, nt
CC1CCCCC1NC(=O)Cn1ncc2ccccc21 (centres undefined)
→ ?, nt
O=C(Nc1cccc(C(F)(F)F)c1)Nc1ccon1
→ ?, nt
COc1cc(C2CC(=O)Oc3c2c(=O)n(C)c2ccccc32)cc(OC)c1OC (centres undefined)
→ -4%, 9
CC(=O)c1ccc(S(=O)(=O)N2CCC(c3nnc(SCCN4CCCC4)n3C)CC2)cc1
→ i, 10
Cc1ccc(S(=O)(=O)N(C)C)cc1NC(=O)COC(=O)C1CCCC1
→ -3%[0.0737 µM], 23
CC(=O)c1c(C)[nH]c(C(=O)NCCN2CCC(C)CC2)c1C
→ ?, nt
CC(NC(=O)/C(=C/c1cccc([N+](=O)[O-])c1)NC(=O)c1ccco1)C(=O)O (centres undefined)
→ 1%, 10
Cc1ccc(CNC(=O)C2CCCN2C(=O)Nc2cccc(Cl)c2)cc1 (centres undefined)
→ ?, nt
Fc1ccc(/C=N\Nc2cccc(F)c2)cc1
→ ?, nt
Cc1ccc(C(=O)N/C(=C/c2cccs2)C(=O)NCCCn2ccnc2)cc1
→ 13%, 15
O=C(CN1CCC(NC(=O)Cc2ccccc2)CC1)Nc1ccccc1Br
→ ?, nt
O=C(NC(=S)NCCCN1CCOCC1)c1cccc2ccccc12
→ ?, nt
COc1ccc(NC(=O)Nc2ccccc2F)c(C)c1
→ -8%, -16
O=[N+]([O-])c1ccc(Nc2ccc(Cl)cc2)nc1
→ ?, nt
Cc1ccc(NC(=O)c2sccc2-n2cccc2)c(Cl)c1
→ 9%, -4
COc1ccc2c3c(cccc13)N(C)N=C2C
→ ?, nt
O=C(CSc1ncn(-c2ccccc2)n1)N1CCc2ccccc21
→ ?, nt
O=C(CSc1nnc(COc2ccc(Cl)cc2)o1)N1CCN(c2ccccc2)CC1
→ 20%, nt
O=C(Oc1cccc2cccnc12)c1cccs1
→ 4%, -29
Cc1noc(C)c1CSCC(=O)Nc1cc(C(F)(F)F)ccc1N1CCOCC1
→ ?, nt
NC(=O)c1ccc(C(=O)N/N=C(/Cc2ccccc2)c2ccccc2)cc1
→ i, 12
O=C(NCc1ccc2c(c1)OCO2)c1ccc(CSCc2ccc(Cl)cc2)o1
→ 30%, -2
CCn1c2ccccc2c2cc(NC(=O)CSc3nnc(-c4ccccc4)o3)ccc21
→ ?, nt
COc1ccc(C)cc1NC(=O)C(NCC1CCCO1)c1ccccc1 (centres undefined)
→ ?, nt
Cc1cc(C)n(-c2ccc(C(=O)Nc3ccc4c(c3)OCO4)cc2)n1
→ ?, nt
c1ccc(-c2csc(=Nc3cccnc3)n2CC2CCCO2)cc1 (centres undefined)
→ 26%, 8
Cc1ccc(OCC(=O)NNC(=O)c2cc3ccccc3o2)cc1
→ ?, nt
CC1CCCN(C2=C(NS(=O)(=O)c3ccc(Br)cc3)C(=O)c3ccccc3C2=O)C1 (centres undefined)
→ ?, nt
CC(=O)Nc1ccc(NC(C)=O)s1
→ -23%, -18
CCN(C(=O)COC(=O)CSc1ccccc1)c1c(N)n(Cc2ccccc2)c(=O)[nH]c1=O
→ ?, nt
COc1ccc(C(=O)CC(=O)C(=O)Nc2cccc(C(C)=O)c2)cc1
→ 5%, -4
CN(C)/C=C/C(=O)c1ccc([N+](=O)[O-])c(CS(=O)(=O)c2ccc(Cl)cc2)c1
→ ?, nt
Cc1cc(Br)ccc1OCc1nc(-c2cccnc2)no1
→ ?, nt
Cc1cc(C)cc(OC(C)C(=O)Nc2ccc3c(c2)n(C)c(=O)n3C)c1 (centres undefined)
→ 22%, -8
CCCC1C(=O)N2C(N(C)C)=Nc3ccc(C)cc3N2C1=O (centres undefined)
→ ?, nt
Cc1cc(C(=O)N/N=C/c2cc(Br)c(Br)o2)n[nH]1
→ ?, nt
O=C(CCl)NN1C(=O)NC(c2ccccc2)(c2ccccc2)C1=O
→ ?, nt
Cn1cnc(S(=O)(=O)N2CCN(c3ccc(Cl)cc3)CC2)c1
→ i, -27
CCn1cc(CCC(=O)NCCN2CCOCC2)c2ccccc21
→ i, -8
CC1CCC/C(=N/Nc2nc3ccccc3s2)C1 (centres undefined)
→ ?, nt
Cc1nn(CCOc2ccccc2)c(=O)n1-c1ccc(F)cc1
→ ?, nt

# Screening results from PubChem BioAssay.
